# Screening data: PubChem BioAssay, Broad Institute
# EWS-Fli block: blocks EWS/Fli oncoprotein-driven transcription. A673 NR0B1-luciferase reporter, viability-normalised. inhibition, % at 12.6 µM. 0.67% of 350,000 active. AID 651661;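 active means mean inhibition of at least 50% after viability correction, with every replicate also passing that limit; inconclusive means mean reaches 50% but only one of two replicates passes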;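 further: firefly luciferase signal divided by Alamar Blue viability fluorescence both relative to DMSO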
# DENV2 CPE: inhibitors of DENV2 cytopathic effect | CPE inhibition, % at 9.99 µM | 1.7% of 350,000 active | DENV2-infected cells, cytopathic effect rescue, plate reader | AID 651640; in the data active means CPE inhibition above about 20%, passing the limit was not always enough; inconclusive means no clear call, values can overlap the other calls; tested in BHK-21 cells;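 further: 0% = median of neutral control wells and 100% = median of positive control wells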
# PAX8 reporter: PAX8 transcriptional activity inhibition; RMG-I TPO-luciferase reporter, SteadyGlo, 24 h; inhibition, % at 12.6 µM; 1.2% of 360,000 active; AID 652154;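 active means mean replicate inhibition at least 60% with every replicate also reaching 60%; inconclusive means only one of the two criteria is met; inactive means mean below 60% and not all replicates reaching 60%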;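 further: luciferase light reporting Pax8 driven TPO promoter activity; plate controls were median of neutral control wells for no effect and mitoxantrone controls for full effect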
# miR122 inh: inhibitors of miR-122 in Huh7 cells; activation (reporter increase), % at 12.5 µM; 0.3% of 340,000 active; Huh7 miR-122 Renilla luciferase sensor, 48 h; neutral wells = 0, positive control = 100; AID 602342;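 active means mean replicate activation score at least 90 and every replicate individually at or above 90; inconclusive means only one of the two criteria met; inactive means neither criterion met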;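 further: higher luciferase means less miR-122 activity so hits act as miR-122 inhibitors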
# GSIS activator: primary screen for activators of insulin secretion dependent on glucose, INS-1E cells, GLuc reporter luminescence. INS-1E GLuc reporter insulin secretion, 2-3 h. activation, % at 16.6 µM. 0.61% of 370,000 active. AID 743287;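 active means lowest replicate activation of at least 40%, so every replicate reaches that level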;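 further: 0% = median of neutral control wells and 100% = median of IBMX positive control wells; some compounds called inactive have numbers as strong as hits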
# F508del corr: CFTR F508del correction in bronchial cells; activity (quench increase), % at 7.58 µM; 0.36% of 350,000 active; CFBE cells, YFP halide quenching; stimulated with forskolin plus potentiator P3; % fluorescence drop versus neutral controls; AID 720511;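 active means mean added fluorescence quench of at least 8% versus neutral control, with both replicates also reaching 8%; inconclusive means only one of the mean or replicate conditions met; inactive means mean below 8% and not both replicates reaching 8%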;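 further: cells transiently co-express mutant CFTR-F508del with the halide-sensitive YFP; corrector assay measuring rescue of mutant channel to the surface after 24 h compound exposure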
# FN deposit inh: fibronectin deposition inhibition; AID 743247; 0.086% of 350,000 active; AH1F fibroblasts, Alexa488-fibronectin deposition fluorescence, overnight; inhibition, % at 12.6 µM;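 active means mean inhibition across replicates of 30% or more, regardless of how many single replicates reach that level; inconclusive means mean under 30% yet at least half of replicates reach 30%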;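 further: positive control wells lacked labelled fibronectin entirely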
#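 Material: AH1F fibroblasts assembling fluorescent fibronectin matrix; amount: 10000 AH1F cells/well; medium: DMEM, 2% serum; reagent: Alexa488-fibronectin, 24 nM final in well; dosing: single compound dose, delivered by pin transfer; incubation: 1 h adhesion, overnight exposure; detection: fluorescence after three HBSS washes, excitation 485 nm, emission 525 nm; measure: fibronectin deposition inhibition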
# An asterisk follows results filed as active; ? = inconclusive; . = not tested or not shown; & = joins results of further samples; [ ] = another dose, or the depositor's remark.
SMILES,EWS-Fli block,DENV2 CPE,PAX8 reporter,miR122 inh,GSIS activator,F508del corr,FN deposit inh
O=C(c1ccccc1)C1CCN(C(=O)Nc2ccccc2)CC1,-55,0,-4,18,4,-4.4,4
C[C@H]1CN([C@@H](C)CO)C(=O)c2cc(N(C)C)ccc2O[C@H]1CN(C)C(=O)Nc1cccc2ccccc12,6,3,19,-1[16.7 µM],-3,-0.2,-5
O=C1CCc2cc(S(=O)(=O)NCCC(=O)NC3CCCCC3)ccc2N1,-4,4,5,3,5,-1.2,5
COc1cccc(S(=O)(=O)NCC(=O)N2CCCCCC2)c1,4,-3,-13,-4,2,2.8,8
CCCCNC(=O)N(O)C1N(/N=C/c2ccccc2F)C(=S)SC1(C)C (stereo not drawn),11,5,18,116*,-13,-7.0,4
C(=C\c1nccc2c1[nH]c1ccccc12)/c1ccccc1,26,-8,-24,.,1,7.7,24
C[C@@H](OC(=O)N1CCCCC1)[C@H]1O[C@]2(C)CCCC[C@H]1O2,-12,.,-4,7,-5,-0.1,2
Cc1cccc(C(=O)NC2CCN(S(=O)(=O)c3ccccc3)CC2)c1,-8,8,15,-6,1,0.5,1
O=C(CSc1nnc(-c2ccncc2)o1)Nc1ccc(F)c(F)c1,-16,?,-21,-7,-7,2.7,1
Cc1nc([N+](=O)[O-])cn1C(C)C,9,8,6,3,.,-1.7,-7
CCOc1ccc(NC(=O)N2CCC(NC(=O)C(Cc3ccccc3OC)NC(C)=O)CC2)cc1 (stereo not drawn),2,2,-11,0,22,2.2,-3
Cc1ccc(-n2c(SCC(=O)N3CCOCC3)nc(O)cc2=O)cc1,-3,69*,4,.,4,-0.4,.
CCOC(=O)c1c[nH]c(=O)c(Br)c1O,.,.,6,-1,10,.,7
CC1CC(C)CN(c2oc(-c3ccccc3Cl)nc2C#N)C1 (stereo not drawn),2,2,.,1,1,3.2,.
CCCC12CN3CC(C)(CN(C1)C3c1ccco1)C2=O (stereo not drawn),5,3,13,.,7,0.2,1
COC(=O)Cc1ccc(NC(=O)c2ccccc2Cl)cc1,66*,0,-41,.,12,.,-21
CC(=O)N[C@H]1CC[C@@H](CCNC(=O)C2CCC2)O[C@H]1CO,-3,-8,-14,.,-10,0.3,-14
CCCCN(CC)CCCNC(=O)c1ccc(CSc2nc3ccncc3[nH]2)cc1,-3,7,-3,2,-1,1.6,-2
O=C(NCCN1CCN(C(=O)Nc2ccccc2)CC1)Nc1ccccc1,34,?,1,.,-2,3.3,-15
O=C(C[C@@H]1C[C@@H]2c3cc(NC(=O)c4cccnc4)ccc3O[C@@H]2[C@H](CO)O1)NCCN1CCCCC1,-4,-1,-15,1[16.7 µM],12,-1.7,.
O=c1c(=Nc2ccccc2O)c(=O)c2ccccc12,-63,0,22,.,-3,-1.4,-5
CCC(=O)N1C[C@H](O)COC[C@H]2O[C@@H](CC(=O)NCc3cc(F)cc(F)c3)CC[C@@H]21,-6,?,1,0[16.7 µM],1,-0.2,-15
C[C@@H]1CCCCO[C@@H](CN(C)C(=O)Nc2ccc3c(c2)OCO3)[C@H](C)CN([C@@H](C)CO)C(=O)c2cc(NS(=O)(=O)c3cccs3)ccc2O1,-2,1,-1,-8[16.7 µM],4,-1.5,3
CC(NC(=O)CC(c1ccccc1)c1cc(Cl)ccc1O)c1ccccc1 (stereo not drawn),9,-7,42,.,-11,0.2,1
Cc1ccc(C(=O)CCC(=O)OCC(=O)Nc2cc(S(=O)(=O)N(C)C)ccc2C)cc1,-2,2,-4,2,.,-0.3,-4
COc1cc2c(cc1OC)C1C(C(=O)Nc3ccccc3N3CCN(C)CC3)c3ccccc3C(=O)N1CC2 (stereo not drawn),6,-2,14,.,-18,2.4,-15
COc1ccc(NC(=O)c2cc(C)no2)cc1Cl,-32,5,6,3,1,-2.5,6
C[C@@H]1CCCCO[C@@H](CN(C)S(C)(=O)=O)[C@H](C)CN([C@@H](C)CO)C(=O)c2cc(NS(=O)(=O)c3cn(C)cn3)ccc2O1,-7,?,.,3[16.7 µM],27,-0.8,.
Cc1noc(C)c1NC(=O)N(C)C[C@H]1Oc2ccc(NC(=O)Nc3ccc(F)cc3)cc2CC(=O)N([C@H](C)CO)C[C@@H]1C,-2,-9,13,3[16.7 µM],19,2.0,.
COc1ccccc1NC(=O)CCCCCN1C(=O)c2cccc([N+](=O)[O-])c2C1=O,-1,-4,12,1,15,-3.5,-4
O=C(OCc1nnc(-c2ccccc2)o1)c1ccc([N+](=O)[O-])s1,0,-12,-1,1,-19,-1.4,-1
Cc1ccc(N(C(=O)Cn2nnc(-c3cccs3)n2)C(C(=O)NC2CCCC2)c2ccncc2)cc1 (stereo not drawn),.,.,6,14,.,.,-6
CCOc1nc(CC(C)C)c2c(c1C#N)CC(C)(C)OC2,15,3,6,-1,51*,-1.2,9
Cc1cc(C)c(S(=O)(=O)Nc2ccccc2C(=O)N2CCOCC2)c(C)c1,1,1,20,.,31,-6.7,1
CCCC(=O)NC(=S)Nc1ccc(NC(=O)c2cccs2)cc1,.,.,-19,-6,.,.,11
O=C(OCc1ccccc1)N1CCC2CC1c1cc(-c3ccccc3)ccc12 (stereo not drawn),-15,-11,-34,9,-2,-6.1,3
CN(C)c1nc2c(c(=O)[nH]c(=O)n2C)n1Cc1ccc(F)cc1,1,-8,-22,3,.,0.7,-7
CN1CCN(NC(=O)Nc2cc(Cl)cc(Cl)c2)CC1,8,-3,-3,.,-64,7.6,1
O=C(OCc1nnc(-c2cccs2)o1)C1=NN(c2ccccc2)C(=O)CC1,-8,-9,-6,-3,8,-1.8,1
COC(=O)Nc1ccc(S(=O)(=O)NC2CCCCC2)cc1,13,6,-5,25,-6,2.1,-4
COc1ccc(N(CC(=O)O)S(=O)(=O)c2ccc(OC)c(OC)c2)cc1,.,.,-13,-1,.,.,2
O=C(CCN1CCCCC1)N[C@H]1CC[C@H](CCn2cc(-c3ccccc3)nn2)O[C@@H]1CO,-1,0,-14,.,11,-2.3,.
Cc1ccc(S(=O)(=O)Nc2ccc3c(c2)CC(=O)N([C@H](C)CO)C[C@@H](C)[C@H](CN(C)S(=O)(=O)c2ccc(Cl)cc2)O3)cc1,1,6,9,-2[16.7 µM],-3,1.8,.
COc1ccc(NC(=O)CCCNC(=O)c2ccc(Cl)cc2)cc1S(=O)(=O)N1CCCCC1,7,-5,3,5,-34,1.0,-3
Cc1cc(C)nc(NS(=O)(=O)c2ccc(-n3cccc3)cc2)n1,.,.,-8,16,.,.,-2
Cc1nn(CC(=O)NCc2cccs2)c(=O)c2nn(-c3ccccc3)c(C)c12,.,0,21,-6,11,-0.2,5
CCC(=O)N[C@H]1C=C[C@@H](CC(=O)NCc2ccccc2OC)O[C@H]1CO,-1,-2,9,.,-4,1.2,.
COc1cc(C(CCN2CCOCC2)c2c(OC)cc(OC)c3c(-c4ccccc4)cc(=O)oc23)cc(OC)c1OC (stereo not drawn),8,2,8,?,-37,1.2,3
N#CCc1c(C#N)c(N)nc(N2CCCC(O)C2)c1C#N (stereo not drawn),15,12,5,.,-19,-2.0,14
COc1ccc(NC(=O)CSc2ccc(-c3ccco3)nn2)cc1,.,0,-18,0,-1,-1.8,-15
Clc1cccc(CNCCCSc2ncccn2)c1,11,-4,38,-5,-3,0.2,-2
O=C(Nc1cc(Cl)ccc1N1CCOCC1)c1cnccn1,.,.,9,-5,-3,.,1
O=C(Nc1ccc(Cl)cc1F)c1ccc2c(c1)C(=O)N(Cc1ccncc1)C2=O,-9,-9,19,-2,6,-2.4,1
COc1cccc(C(=O)NCCSc2ccc(Br)cc2)c1,3,14,-11,-4,-24,-0.1,2
O=C(NCc1ccc(F)cc1)C1Cc2ccccc2CN1C(=O)c1ccco1 (stereo not drawn),5,0,5,.,2,2.1,0
CSCC[C@@H](C(=O)NCc1cccs1)N1Cc2ccccc2C1=O,-1,9,3,.,2,-3.7,-2
Cc1cc(C)cc(OCC(=O)Nc2ccccc2N2CCCCC2)c1,.,.,27,1,.,.,1
O=C(NCc1ccccc1)c1cc(C2CCCCN2S(=O)(=O)c2cccc3cccnc23)on1 (stereo not drawn),-11,3,7,-2,-3,0.8,-10
COc1ccccc1CC(=O)Nc1cc(C)on1,1,-4,-4,-3,10,-2.0,.
O=C(CSc1nnc(-c2ccncc2)n1Cc1ccco1)Nc1ccccc1F,1,1,-6,0,.,0.5,1

# Fetched one by one from above:
SMILES,EWS-Fli block,DENV2 CPE,PAX8 reporter,miR122 inh,GSIS activator,F508del corr,FN deposit inh
CSCC[C@@H](C(=O)NCc1cccs1)N1Cc2ccccc2C1=O,-1,9,3,.,2,-3.7,-2
COc1cccc(C(=O)NCCSc2ccc(Br)cc2)c1,3,14,-11,-4,-24,-0.1,2
O=C(Nc1cc(Cl)ccc1N1CCOCC1)c1cnccn1,.,.,9,-5,-3,.,1

# In the list so far, these contain a nitro group on carbon:
SMILES,EWS-Fli block,DENV2 CPE,PAX8 reporter,miR122 inh,GSIS activator,F508del corr,FN deposit inh
Cc1nc([N+](=O)[O-])cn1C(C)C,9,8,6,3,.,-1.7,-7
COc1ccccc1NC(=O)CCCCCN1C(=O)c2cccc([N+](=O)[O-])c2C1=O,-1,-4,12,1,15,-3.5,-4
O=C(OCc1nnc(-c2ccccc2)o1)c1ccc([N+](=O)[O-])s1,0,-12,-1,1,-19,-1.4,-1

# Remaining list, next part:
SMILES,EWS-Fli block,DENV2 CPE,PAX8 reporter,miR122 inh,GSIS activator,F508del corr,FN deposit inh
Cc1c(NC(=S)NC(C)(C)C)c(=O)n(-c2ccccc2)n1C,2,0,-2,.,.,3.4,-5
COc1ccc(NC(=O)N(C)C[C@H]2OCCCC[C@@H](C)Oc3ccc(NS(=O)(=O)c4ccc(C)cc4)cc3C(=O)N([C@H](C)CO)C[C@@H]2C)cc1,0,-1,-13,5[16.7 µM],-14,-1.7,-2
CC(C)CSCC1OC(n2cnc3c(N)nccc32)C(O)C1O (stereo not drawn),8,8,-2,-9,.,1.4,.
Cc1ccc2c(c1)C(c1ccc(F)cc1)N(C(=O)c1cc3ccccc3oc1=O)CC(=O)N2 (stereo not drawn),-5,-1,-5,26,2,1.3,-11
COc1ccc(-c2nnc(NC(=O)CS(=O)(=O)c3ccc(Cl)cc3)o2)c(OC)c1,2,-3,2,1,-7,-2.3,0
CC(=O)C1=C(Nc2ccc(C)cc2)CC(C)(O)C(C(C)=O)C1c1ccco1 (stereo not drawn),.,.,-25,-5,.,.,2
NC(=O)c1c(NC(=O)C(=O)N2CCOCC2)sc2c1CCC2,.,3,-30,-9,16,-1.6,7
CNC[C@@H]1OCCCC[C@@H](C)Oc2ccc(NC(=O)Nc3ccc(F)cc3)cc2C(=O)N([C@H](C)CO)C[C@@H]1C,-2,-3,-7,-3[16.7 µM],9,0.8,.
CC(=O)c1cccc(NC(=O)CSc2nnc(-c3ccncc3)o2)c1,0,1,-8,-7,8,-4.6,6
C[C@@H]1CN([C@H](C)CO)C(=O)c2cc(NC(=O)Nc3ccc(F)cc3)ccc2O[C@@H](C)CCCCO[C@H]1CN(C)S(=O)(=O)c1ccc(Cl)cc1,-15&9,-9&-3,76*,-11[16.7 µM],39&-10,-4.0&1.1,11&12
O=C1CC(=O)N2N=C(c3ccc([N+](=O)[O-])cc3)SC2=N1,.,.,-41,.,-13,.,1
Cc1ccc(C)c(NC(=O)CCC(=O)NN=C2CCCC2)c1,-7,5,.,-1,10,0.4,-1
COCCNC(=O)CSc1nccn1Cc1ccc2c(c1)OCO2,3,0,-21,.,-5,-2.8,1
Cc1cc(C(=O)OCC(=O)N2CC(=O)Nc3ccccc32)c(C)n1-c1ccc(F)cc1,-1,.,2,-2,-5,-1.0,2
